Screening data as filed in PubChem BioAssay.
N-glyco inh = increase of ERlucT glycosylation luciferase signal, primary screen, N-linked glycosylation inhibitor project, D54 ERlucT cells, luminescence, set 2; AID 588692, 2011; 360,000 tested, 0.23% active; D54 ERlucT glycosylation luciferase reporter, 24 h; percent of 100 nM tunicamycin response; reporter increase, % at 12.5 µM;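 active means mean luciferase reporter signal, scaled so untreated is 0 and the glycosylation-blocking control 100, at or above a set limit in every replicate; inconclusive means mean reaches the limit but not every replicate does; inactive means mean below the limit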;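 further: luciferase carries N-glycosylation sites so blocking glycosylation raises the light; 0% = median of neutral control wells and 100% = median of 100 nM tunicamycin wells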
Vif imaging = HIV Vif self-association inhibitors, primary screen, imaging, HEK293T, single point; AID 602346, 2012; 340,000 tested, 0.35% active; inhibition, % at 7.49 µM; HEK293T cells, Vif self-association by quenched fluorescence, 24 h; in the data active means inhibition above about 50%, passing the limit was not always enough; inconclusive means no clear call, values can overlap the other calls; inactive means below about 31%; further: some results filed as inactive read as strong as hits
aDG glyco up = activators of alpha-DG glycosylation, primary screen, uHTS, Pro5-aDG cells, AlphaScreen; alpha-DG glycosylation AlphaScreen (IIH6); 0% Pro5, 100% B10-LARGE cell signal; activation, % at 10 µM; 360,000 tested, 0.22% active; AID 624168, 2012;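 active means activation of at least 8% versus controls, or a plate z-score of at least 8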;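 further: Pro5 are CHO cells carrying HIG-tagged alpha-DG that lacks glycosylation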
ABHD5-PLIN5 inh = ABHD5-PLIN5 interaction inhibitors, primary screen, cell lysate, split luciferase complementation, luminescence. inhibition, % at 4 µM. Split G. princeps luciferase complementation, 4 h. 360,000 tested, 0.78% active. Perilipin-5 (Homo sapiens) + 1-acylglycerol-3-phosphate O-acyltransferase ABHD5 (Homo …;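 active means inhibition above the mean inhibition across every tested compound plus 3 SD, cut at about 22% in these data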;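 further: 0% = DMSO only wells and the 100% control is not disclosed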
MC4R barr agon = MC4R agonists recruiting beta-arrestin, primary screen, cell-based, luminescence, agonist arm of biased-ligand search; U2OS MC4R beta-arrestin complementation; percent of melanotan II response, DMSO zero; activation, % at 8.9 µM; 360,000 tested, 0.98% active;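 active means activation above a per-plate cutoff, the mean activation of sample wells on that plate plus 3 SD, cut at about 8% in these data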
Target sequence (P32245 whole entry, looked up): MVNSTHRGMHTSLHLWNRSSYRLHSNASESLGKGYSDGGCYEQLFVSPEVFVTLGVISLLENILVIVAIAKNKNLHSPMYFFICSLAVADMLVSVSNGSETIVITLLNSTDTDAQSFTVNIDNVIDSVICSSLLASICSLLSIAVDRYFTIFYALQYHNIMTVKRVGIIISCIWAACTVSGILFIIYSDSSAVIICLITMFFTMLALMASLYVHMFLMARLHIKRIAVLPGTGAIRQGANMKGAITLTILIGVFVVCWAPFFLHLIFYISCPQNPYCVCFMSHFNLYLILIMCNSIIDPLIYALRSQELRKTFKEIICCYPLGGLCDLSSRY
MC4R antag cAMP = MC4R antagonists of cAMP signaling, primary screen, cell-based, TR-FRET, antagonist arm of biased-ligand search. 360,000 tested, 0.48% active. MC4R-expressing cells, MTII-stimulated cAMP, LANCE TR-FRET. inhibition, % at 6.5 µM;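 active means inhibition above its plate's cutoff, the mean of tested wells on that plate plus 3 SD, cut at about 29% in these data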;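 further: 0% = Melanotan II alone and 100% = Melanotan II plus saturating MCL0020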
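Assay system: U2OS-MC4R stable cell line; Also added: Melanotan II; Technique: Eu-cAMP/anti-cAMP TR-FRET, emission 671 nm; Times: 30-min compound, 1-h challenge, 1-h detection, room temperature.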
Exocytosis inh = LAMP-1 surface exposure blockers, TALL-104 cells – cell-based, flow cytometry, MLPCN library, primary screen. inhibition, % at 10 µM. TALL-104 LAMP-1 surface exposure; cells stimulated with thapsigargin and PMA. AID 651702, 2012. 360,000 tested, 0.66% active;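 active means inhibition above about 55%, limit read from the data; inconclusive means no clear call, values can overlap the other calls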
TLR9-MyD88 inh = inhibitors of TLR9-MyD88 association in cells, primary screen, cell-based, CHO, BLA complementation, fluorescence; 340,000 tested, 0.21% active; inhibition, % at 4.98 µM; CCF4 FRET ratio; Toll-like receptor 9 (Homo sapiens) + Myeloid differentiation primary response protein …; AID 504734, 2011;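 active means inhibition above the mean over all tested compounds plus 3 SD, cut at about 21% in these data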;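 further: 0% = DMSO only wells and 100% = clavulanate BLA inhibitor control wells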
ABCB6 inh 2 = ABCB6 transporter inhibitors, primary screen, K562-ABCB6 cells, flow cytometry, MLPCN library; K562-ABCB6 porphyrin accumulation, 1 h; stronger effect = lower value; AID 602162, 2011; fluorescence ratio to DMSO, % at 10 µM; ATP-binding cassette sub-family B member 6 (Homo sapiens), Q9NP58; 360,000 tested, 0.19% active;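 active means fluorescence ratio to DMSO below 75%, the collection mean minus 3 SD; inconclusive means too few cells collected in the well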;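 further: signal is porphyrin accumulated inside mitochondria; 100% equals median channel fluorescence of DMSO control wells; lower ratio means ABCB6 inhibition with less porphyrin fluorescence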
NOD2 RIPK2 PPI = NOD2-RIPK2 binding disruptors in cells, primary screen, fluorescence, CHO cells, BLA complementation; Receptor-interacting serine/threonine-protein kinase 2 (Homo sapiens), O43353; CCF4 ratio; inhibition, % at 4.98 µM; 360,000 tested, 0.38% active; AID 624267, 2012; in the data active means inhibition above about 21%;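 further: 0% = vehicle only and 100% = reference blocker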
Target sequence (O43353 whole entry, looked up): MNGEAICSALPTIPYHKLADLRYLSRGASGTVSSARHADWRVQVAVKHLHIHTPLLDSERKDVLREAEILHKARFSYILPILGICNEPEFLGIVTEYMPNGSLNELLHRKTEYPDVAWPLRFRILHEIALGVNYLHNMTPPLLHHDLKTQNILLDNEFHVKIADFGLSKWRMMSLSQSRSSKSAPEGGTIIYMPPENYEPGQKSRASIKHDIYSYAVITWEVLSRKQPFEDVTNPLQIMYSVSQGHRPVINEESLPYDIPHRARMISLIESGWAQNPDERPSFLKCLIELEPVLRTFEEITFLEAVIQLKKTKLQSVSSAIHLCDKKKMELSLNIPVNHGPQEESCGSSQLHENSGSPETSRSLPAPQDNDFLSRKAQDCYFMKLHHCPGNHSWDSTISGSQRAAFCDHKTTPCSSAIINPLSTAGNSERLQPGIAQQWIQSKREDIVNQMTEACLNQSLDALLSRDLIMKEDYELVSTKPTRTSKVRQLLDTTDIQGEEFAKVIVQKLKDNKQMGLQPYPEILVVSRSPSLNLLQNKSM
* = called active by the depositor; u = inconclusive; x = not tested or not shown. A portion of the library, so the mix of outcomes need not match the whole.

Molecule,N-glyco inh,Vif imaging,aDG glyco up,ABHD5-PLIN5 inh,MC4R barr agon,MC4R antag cAMP,Exocytosis inh,TLR9-MyD88 inh,ABCB6 inh 2,NOD2 RIPK2 PPI
O=C(/C=C/Sc1ccccc1)c1ccccc1,33*,6,-0.2,35*,-1.6,-8,8,6,95,5
CCCCNC(=O)C1(C)CCN1C(=O)c1cc(F)ccc1C (configuration not stated),-1,-3,0.0,3,-0.4,-6,-4,x,97,7
COc1cccc(-n2c(SC)nnc2-c2cnccn2)c1,2,4,-0.1,0,-0.8,16,-2,5,96,-14
O=S(=O)(NCCCN1CCOCC1)c1ccc(F)c(Cl)c1,3,13,-0.1,6,-1.1,6,1,-3,101,-8
COC(=O)c1ccc(-c2ccc(/C=N/N3C(=O)C4C5C=CC(C6CC56)C4C3=O)o2)cc1 (configuration not stated),-2,-1,-0.1,5,0.1,2,2,-7,103,8
O=C(O)CSc1nnnn1-c1ccccc1,1,11,-0.2,6,-0.5,7,17,4,93,-7
COc1ccc(-c2nnn(CC(=O)N(CC3CCCO3)C(C(=O)NC(C)(C)C)c3ccco3)n2)cc1OC (configuration not stated),0,-8,-0.1,-6,-1.2,5,-7,2,96,-3
CSc1ncc(Cl)c(C(=O)Nc2ccc(S(=O)(=O)N3CCOCC3)cc2)n1,-2,15,-0.3,2,-1.8,10,0,-1,100,-1
O=c1cc(N2CCCCC2)c(-c2ccccc2)nn1Cc1ccccc1,-4,7,0.2,-2,-0.1,14,0,5,98,9
Cc1cc(Cl)ccc1C1=CC(=O)C[C@H](c2ccc(F)cc2)C1,0,-5,0.3,-15,0.3,18,4,-4,98,-8
Cc1cccc(OCC(=O)NC2CC(C)(C)NC(C)(C)C2)c1,0,1,0.0,1,-0.7,-5,-7,-3,175,-5
CCOc1ccc(C(c2c(C)n(C)n(-c3ccccc3)c2=O)c2c(C)n(C)n(-c3ccccc3)c2=O)c(O)c1,-1,u,0.0,3,0.5,5,2,-1,96,-1
O=C(NCc1cccnc1)c1cnc2ccccc2n1,0,0,-0.1,0,-0.1,11,-5,-11,93,1
COc1ccc(OC)c(N/C(N)=N/c2nc(C)cc(C)n2)c1,6,7,0.3,-1,-2.1,9,5,2,99,-8
CC(C)CSc1nc2ccccc2[nH]1,-2,-4,0.2,-1,-3.6,-9,11,-18,95,3
O=C(/C=C/c1ccccc1[N+](=O)[O-])N1CCN(C(=O)c2ccco2)CC1,-1,-3,0.0,3,-0.9,-6,-13,-5,103,-9
CN(CCC#N)C(=O)COC(=O)c1ccc(Cl)c(S(N)(=O)=O)c1,2,24,-0.1,0,-0.2,-5,-1,3,98,4
CC1=C(C(=O)N(C)C)CC(CC(=O)NCc2cccs2)C(=O)N1CCCN1CCCC1=O (configuration not stated),2,3,-0.3,7,-2.2,-1,-4,8,99,-9
COc1ccc(C(=O)COC(=O)/C=C/c2ccccc2[N+](=O)[O-])cc1,1,-2,-0.2,4,-0.8,2,-2,0,95,-6
O=[N+]([O-])c1cccc(S(=O)(=O)c2ccc(N3CCCCC3)c([N+](=O)[O-])c2)c1,4,-24,0.5,-7,-2.7,-5,2,2,98,9
COC(=O)c1ccc2nc(NC(=O)C3CC3)sc2c1,2,-1,-0.7,0,-3.0,-2,2,0,93,-4
CC(C)COCC1CC2(CC(C)C(=O)CC2=O)C(=O)O1 (configuration not stated),-1,-2,0.1,-2,3.0,3,0,-9,105,11
O=C(NC1CCN(c2ncccn2)CC1)c1c(F)cccc1F,0,-7,0.0,6,-0.9,14,-2,-2,94,-2
CC(COc1ccc(C(C)C)cc1)NC(=O)c1ccc(Br)o1 (configuration not stated),2,-1,0.1,1,-0.3,7,2,8,93,-7
CCCCCSc1ncccc1C(=O)O,3,-10,-0.1,1,0.1,4,-2,-2,97,-16

Next part:
Molecule,N-glyco inh,Vif imaging,aDG glyco up,ABHD5-PLIN5 inh,MC4R barr agon,MC4R antag cAMP,Exocytosis inh,TLR9-MyD88 inh,ABCB6 inh 2,NOD2 RIPK2 PPI
CN1CCN(c2ccc(CNC(=O)C3Cc4c(-c5ccc6c(c5)OCO6)ccnc4O3)cc2)CC1 (configuration not stated),1,-5,-0.4,4,-1.8,3,1,x,96,-9
COc1ccc(S(=O)(=O)N(CCc2ccccc2)CC(=O)NCCCO)cc1,3,-3,0.0,-1,-0.6,5,-1,-4,101,-15
COc1ccccc1CNC(=O)CSc1n[nH]c(N)n1,2,12,0.1,2,-1.1,6,-1,-3,97,-12
COc1ccc(C(=O)N/N=C(\C)c2cccc(NC(=O)c3ccc(F)cc3)c2)c(OC)c1,-1,-5,-0.2,5,-0.3,3,-3,7,98,4
COC(=O)c1c(NC(=O)CN2CCN(Cc3ccc4c(c3)OCO4)CC2)sc(C)c1C,-4,-1,0.7,3,9.6*,13,2,-8,96,4
COc1ccccc1/C=C/C=N/NC(=O)c1cc(-c2ccco2)[nH]n1,3,-1,-0.1,17,1.7,0,-5,x,95,-4
COc1ccc(C2=NN(C(=O)CSc3ncccn3)C(c3ccc(OC)cc3)C2)cc1 (configuration not stated),-2,-6,0.1,3,-0.5,12,22,-4,99,-8
O=C(COC(=O)CCN1C(=O)c2cccc([N+](=O)[O-])c2C1=O)NCc1ccccc1,2,-8,-0.3,1,-3.2,33*,6,-9,102,0
O=C(Cc1ccc(Cl)cc1)N/N=C/c1ccc(O)c(O)c1,-3,3,0.1,-9,-1.5,8,-8,3,103,-9
C/C(=N\NS(=O)(=O)c1ccc(C)cc1)c1cccs1,2,2,0.9,1,-0.1,4,-1,-13,95,-7
COc1cccc(C(=O)C2CCCN(C(=O)c3ccccc3Cl)C2)c1 (configuration not stated),0,9,2.8,2,-1.7,2,4,-5,105,-9
O=C1C=C(c2cccc3c2Oc2ccccc2S3)C[C@@H](c2ccc(Cl)cc2)C1,-5,-4,0.1,5,-0.1,5,10,-4,96,11
C[C@]12C(=O)N(c3cccc(F)c3)C(=O)N1[C@H]1c3ccccc3OC[C@@H]1[C@H]2c1ccccc1,-10,4,-0.1,-2,-1.2,6,2,5,102,-14
C=CCNC(=S)NNC(=O)C(CCCC)CC(O)COCC(C)C (configuration not stated),0,-1,-0.1,1,-1.2,2,8,-3,100,-14
O=C(C/C=N/OCc1c(Cl)cccc1Cl)c1cnc(-c2ccccc2)s1,1,6,0.0,-6,3.8,8,-3,-4,106,1
O=C1CN(c2nc(-c3cccnc3)nc3scc(-c4ccccc4)c23)CCN1,2,-7,-0.4,1,0.2,6,2,2,104,-2
COC(=O)CC(NS(=O)(=O)c1cccs1)c1ccc2c(c1)OCO2 (configuration not stated),0,3,0.4,9,-0.9,3,4,-1,101,-2
Cc1ccc(SCC(=O)c2cc(C)c(O)c(C)c2)cc1,-3,2,0.0,1,3.0,-4,-13,3,98,1
COc1ccc(-c2nc3cnccn3c2NC(C)(C)CC(C)(C)C)cc1O,-3,-6,0.1,-10,-2.8,6,4,-1,94,8
O=C1C(=O)N(Cc2cccnc2)C(c2cccc([N+](=O)[O-])c2)/C1=C(/O)c1ccc2c(c1)OCO2 (configuration not stated),3,3,0.0,-4,-3.4,10,-14,5,99,1
O=C1Nc2ccccc2N(C(=O)c2c(F)cccc2F)C1c1nc2ccccc2[nH]1 (configuration not stated),x,x,0.1,-4,x,x,10,x,98,2
O=C1CC2(CCN(C(=O)c3cccc(Cl)c3)CC2)Oc2ccccc21,0,8,0.0,10,-0.5,3,0,6,91,-1
CCOc1ccc(CN2CCNC(=O)C2CC(=O)NCCC2=CCCCC2)cc1 (configuration not stated),-2,-3,-0.1,4,-2.2,7,-1,x,93,-27
O=C(c1cnn2c(C(F)F)cc(-c3ccccc3)nc12)N1CCN(Cc2ccc3c(c2)OCO3)CC1,2,x,-0.1,3,-3.0,0,2,-1,94,1
Cc1cccc2c1cnn2C(=O)Nc1cc(F)ccc1F,-1,-23,-0.1,-3,1.5,10,-6,5,93,-10

The list continues.
Molecule,N-glyco inh,Vif imaging,aDG glyco up,ABHD5-PLIN5 inh,MC4R barr agon,MC4R antag cAMP,Exocytosis inh,TLR9-MyD88 inh,ABCB6 inh 2,NOD2 RIPK2 PPI
COc1cc(NC(=O)C2=CC(c3cccs3)=NS(=O)(=O)N2C)cc(OC)c1OC,0,-5,-0.3,-1,-0.9,0,-1,-7,100,-12
COc1ccc(Cl)cc1NC(=O)C/C(C)=N/NC(=O)c1ccccc1[N+](=O)[O-],3,-5,0.0,-1,0.2,1,20,4,111,-2
O=C(CN1C(=O)/C(=C\c2cccc(Br)c2)Oc2ccccc21)NCCCN1CCOCC1,4,17,2.2,29*,1.3,-2,64*,-2,100,9
CC(C)C(C=Cc1ccccc1)=NNS(=O)(=O)c1ccccc1,0,x,0.0,-7,x,x,-4,x,97,-9
CCCCOC(=O)c1ccc(NC(=S)NC(=O)c2c(Cl)cnn2CC)cc1,1,x,-0.4,0,-0.5,3,-2,0,95,-4
Cc1ccc(N2C(=O)c3ccccc3C2(O)c2ncc[nH]2)cc1 (configuration not stated),0,11,0.0,4,-1.9,7,-5,-12,101,3
O=C(NC12CC3CC(CC(C3)C1)C2)c1ccc(=O)oc1,1,-1,0.1,2,-0.9,-4,-2,3,100,1
COc1ccccc1OCCNC(=O)CSC(=S)N1CCCC1,1,1,0.3,0,-2.3,9,1,6,98,-1
O=C(CNC(=O)c1ccco1)Nc1ccc(F)cc1,1,-10,-0.5,0,-0.9,10,5,-4,97,5
CCOC(=O)c1c(C)[nH]c(C)c1C(=O)COC(=O)CCc1ccccc1,0,-4,-0.1,0,1.4,-1,8,-2,104,-18
CC(=O)C1=C(C)NC(SCC(=O)c2ccccc2)=C(C#N)C1CC(C)C (configuration not stated),-4,0,0.1,-2,0.2,3,1,2,107,-5
CSc1ncccc1C(=O)Nc1cccc(S(=O)(=O)N2CCCC2)c1,0,3,-0.3,1,-3.7,4,-1,-9,93,8
COc1ccc(NC2CCCN(C(=O)c3ccc(C(C)=O)s3)C2)cc1 (configuration not stated),2,-13,-0.1,1,-1.8,-1,14,0,94,1
